Statin myotox sup: suppressors of statin myotoxicity in C2C12 myotubes, primary screen, cell-based, single point, plate reader; C2C12 myotubes + simvastatin, ATP luminescence, 48 h; scaled: DMSO 0, geranylgeraniol control 100; rescue of ATP level, % at 7.49 µM; 330,000 compounds, 0.78% hits; AID 602340, 2012;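 active = mean ATP rescue above about 67%, or every replicate alone reaching that limit, limit read from the data, passing the limit was not always enough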;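 note: myotubes were challenged with 10 µM simvastatin during compound exposure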
PglD DTNB: C. jejuni PglD acetyltransferase inhibitors, primary screen, biochemical, DTNB colorimetric, single point. UDP-N-acetylbacillosamine N-acetyltransferase PglD (Campylobacter jejuni). purified PglD enzyme, DTNB colorimetric CoA detection. inhibition, % at 12.5 µM. 360,000 compounds, 0.098% hits; in the data active = inhibition above about 16%, passing the limit was not always enough; note: strong numbers were not always called active
Active calls of the source: *; & = joins results of further samples. These rows are one share of the data; count on the stated rates, not on these rows.

SMILES	Statin myotox sup	PglD DTNB
CN1C(=O)C(Cc2ccsc2)C(=O)N(C)C1=O	27	3
Cc1nc2c(-c3ccccc3)c(C)nn2c(C)c1CCC(=O)N1CCC2(CC1)OCCO2	1	0
Cc1ccccc1-n1c(O)c(C=NCCN2CCOCC2)c(=O)[nH]c1=O	7	5
COc1cccc(OC)c1C(=O)Nc1nc(N)n(-c2ccccc2)n1	2	-1
COc1ccccc1N1CCN(Cc2ccc(Br)s2)CC1	4	5
C=C1N2CCC(CC2)C1(O)c1ccc(C)c(C)c1 (configuration not stated)	-5	-1
CCCCn1c(=O)c(C(=O)Nc2ccccc2C)c(O)c2ccccc21	-55	2
CCCN1C2CCCC1CC(NC(C)=O)C2 (configuration not stated)	2	2
C=CCOc1ccc(CC2C(=O)N(C)C(=O)N(C)C2=O)cc1	11	4
CCN(CC)CCCN=Cc1c(O)n(Cc2ccc(F)cc2)c(=O)[nH]c1=O	-12	-2
CC(=NCCCN1CCOCC1)c1c(O)[nH]c(=O)[nH]c1=O	-3	-3
CC(=NCCN1CCCCC1)c1c(O)n(Cc2ccccc2)c(=O)[nH]c1=O	-15	-1
CN1C(=O)C(=Cc2cn(CC(=O)N3CCCCC3)c3ccccc23)C(=O)N(C)C1=O	38	1
CC1=CC(=O)OC2CC3OC4C[C@@H](C)C5OC6CC7O[C@]8(C)C/C=C\C9OC%10CC%11OC(CC(C)C%12OCCO%12)CC(O)[C@]%11(C)OC%10CC9OC8C[C@]7(C)O[C@]6(C)CCC5OC4C[C@]3(C)OC12 (some centres not stated)	10	-2
Cc1ccccc1C(O)(Cc1ccccc1)C1CN2CCC1CC2 (configuration not stated)	-27	-4
Cc1cc(OCC(=O)NC2CCS(=O)(=O)C2)c2c3c(c(=O)oc2c1)CCC3 (configuration not stated)	-3	2
COc1ccccc1-n1c(O)c(C=NCCCn2ccnc2)c(=O)[nH]c1=O	-19	5
Cc1ccc(OCC(=O)N2CCN(C)CC2)c(Br)c1	0	2
CCCNS(=O)(=O)c1ccc(OCC(=O)N2CCN(C)CC2)cc1	-4	3
CC[C@H]1CN2CC[C@@]3(C(=O)Nc4ccccc43)[C@@H]2C[C@@H]1/C(=C\OC)C(=O)OC	5	-7

As entered above:
Statin myotox sup with `Cc1ccc(OCC(=O)N2CCN(C)CC2)c(Br)c1` stands at 0
PglD DTNB with `COc1ccccc1-n1c(O)c(C=NCCCn2ccnc2)c(=O)[nH]c1=O` stands at 5
PglD DTNB with `CC[C@H]1CN2CC[C@@]3(C(=O)Nc4ccccc43)[C@@H]2C[C@@H]1/C(=C\OC)C(=O)OC` stands at -7
Statin myotox sup with `CCCNS(=O)(=O)c1ccc(OCC(=O)N2CCN(C)CC2)cc1` stands at -4

Remaining list, next part
SMILES	Statin myotox sup	PglD DTNB
CCOP1(=S)Oc2cc3c(cc2C(C(=O)OC)(C(F)(F)F)O1)OCO3 (configuration not stated)	7	2
O=c1[nH]c(=O)n(Cc2ccco2)c(O)c1C=NCc1ccc2c(c1)OCO2	12	-6
O=C(Nc1ccc2c(c1)OCO2)c1cn(Cc2ccc(F)cc2)nn1	0	-3
Nc1c2c(nc3sc4c(c13)CCCC4)CCCCC2	-93	-81
CCCC(=O)Nc1ccc(N2CCN(CC)CC2)c(Cl)c1	-42	3
O=C(COC(=O)c1ccccc1)Nc1ccc(Cl)cc1C(=O)c1ccccc1	2	-1
CN1C(=O)C(C2c3ccccc3C(=O)N2Cc2ccc([N+](=O)[O-])cc2)C(=O)N(C)C1=O (configuration not stated)	-1	2
COc1cccc(-c2nc(CS(=O)CC(=O)N3CCC4(CC3)OCCO4)c(C)o2)c1 (configuration not stated)	-1	-1
c1cc2c(cc1CCNC1C3CC4CC(C3)CC1C4)OCO2 (configuration not stated)	-13	2
N#Cc1cc(F)c(N2CCNCC2)cc1Cl	8	-1
CC(O)(CS(=O)(=O)c1cccc(C(F)(F)F)c1)C(=O)Nc1cccc(C(F)(F)F)c1 (configuration not stated)	18	-4
Cc1ccc(-n2c(O)c(C=NC3CCCC3)c(=O)[nH]c2=O)c(C)c1	3	-3
C/C=C(\C)C(=O)N[C@@H](c1ccccc1)[C@@H](O)C(=O)O[C@H]1C[C@@]2(O)[C@@H](OC(=O)c3ccccc3)C3[C@](C)(C(=O)[C@H](OC(C)=O)C(=C1C)C2(C)C)[C@H](O)C[C@H]1OC[C@@]31OC(C)=O (some centres not stated)	2	1
CCCCCn1c(NC(=O)c2ccco2)c(C(=O)OCC)c2nc3ccccc3nc21	-5	9
COc1ccccc1N(CC(=O)NC1CCCCC1)C(=O)c1cnn(C(C)C)c1	2	1
CCN(CC)c1ccc(/C=C2/C(=O)NC(=O)N(CC3CCCO3)C2=O)cc1 (configuration not stated)	6	-1
O=C(Cc1ccccc1)OCCNC(=O)c1cccnc1	-41	8
COC(=O)C1=C(c2ccc3ccccc3c2)C[C@@H]2CC[C@H]1N2C(=O)N1CCC(O)CC1	3	4
C=Cn1ccnc1P(=S)(c1cc(N(CC)CC)ns1)c1nccn1C=C	-6	0
CCCCn1c(N)c(C(=O)NCCN2CCOCC2)c2nc3ccccc3nc21	62	2

Pulled by structure from the entries so far:
SMILES	Statin myotox sup	PglD DTNB
CCCCCn1c(NC(=O)c2ccco2)c(C(=O)OCC)c2nc3ccccc3nc21	-5	9
C=Cn1ccnc1P(=S)(c1cc(N(CC)CC)ns1)c1nccn1C=C	-6	0

Five structures out of the list, ordered by heavy-atom count, rising:
SMILES	Statin myotox sup	PglD DTNB
O=C(Cc1ccccc1)OCCNC(=O)c1cccnc1	-41	8
Cc1ccc(-n2c(O)c(C=NC3CCCC3)c(=O)[nH]c2=O)c(C)c1	3	-3
COc1ccccc1N(CC(=O)NC1CCCCC1)C(=O)c1cnn(C(C)C)c1	2	1
CC(O)(CS(=O)(=O)c1cccc(C(F)(F)F)c1)C(=O)Nc1cccc(C(F)(F)F)c1 (configuration not stated)	18	-4
COC(=O)C1=C(c2ccc3ccccc3c2)C[C@@H]2CC[C@H]1N2C(=O)N1CCC(O)CC1	3	4

Additional entries follow.
SMILES	Statin myotox sup	PglD DTNB
Cc1ccc(N2C(=O)NC(=O)C3(Cc4ccccc4N4CCCC43)C2=O)cc1 (configuration not stated)	-12	-3
CCCC1=C(C(=O)OCC)C2(C(=O)Nc3ccc(C)cc32)C(C#N)=C(N)O1 (configuration not stated)	-2	-7
Cc1cccc(-n2c(CN3C(=O)c4ccccc4C3=O)nc3ccccc3c2=O)n1	5	5
CSc1nnc(C2CCNCC2)n1C	-5	-22
O=[N+]([O-])c1c2ccccc2cc2ccccc12	-10	-1
COc1cc2c(cc1OC)C(C(=O)N1CCC3(CC1)OCCO3)C(c1ccccc1F)N(C)C2=O (configuration not stated)	-2	-1
CC(=NCc1ccc2c(c1)OCO2)c1c(O)[nH]c(=O)[nH]c1=O	2	-4
O=P(N1CCCCC1)(N1CCCCC1)C(Cl)(Cl)Cl	-14	5
CN(Cc1ccccc1)C(=C(Cl)Cl)/C(=C1/NCCN1Cc1ccc(Cl)nc1)[N+](=O)[O-]	6	1
CCCCSC1=NN1c1nc(N)nc(C)c1CC	-2	-2
CC1=CC2/C=C(\C)CCC(O)C(O)/C=C/C(=O)C23C(=O)NC(CC(C)C)C3C1C (configuration not stated)	-74	1
COc1ccccc1N1CCN(Cc2ccc(Cl)cc2Cl)CC1	15	-3
Cc1occc1C(=O)N1CCC2(CC1)OCCO2	-14	-9
COc1ccc2c(c1)c(C(=O)CN1CCC3(CC1)OCCO3)c(C)n2Cc1ccccc1	1	-10
CN1C(=O)C(=Cc2ccc(N3CCCCCC3)o2)C(=O)N(C)C1=S	17	-2
N[C@@H](Cc1c[nH]c2ccccc12)c1nnc(SCc2c(F)cccc2Cl)o1	-2	-2
C=C(C)[C@@]12OC3(c4ccccc4)O[C@@H]1C1[C@@H]4O[C@]4(CO)[C@@H](O)[C@]4(O)C(=O)C(C)=C[C@H]4[C@@]1(O3)[C@H](C)[C@H]2OC(=O)/C=C/C=C/c1ccccc1 (some centres not stated)	2	2
CCOC(=O)c1c(C)n(Cc2ccco2)c2ccc(O)cc12	24	1
CC(=Nc1ccc2c(c1)CCC2)c1c(O)n(C)c(=O)n(C)c1=O	-11	-3
CC1=CC(=O)NP(=O)(Oc2ccc3ccccc3c2)N1 (configuration not stated)	4	3
CN(C)P(=O)(CCl)Nc1ccccc1 (configuration not stated)	-6	2
O=C(COc1ccc2ccccc2c1)N1CCN(C2CCN(Cc3ccccc3)CC2)CC1	-8	-2
Cc1ccc2c(c1)[C@@H]1CN(C)CC[C@@H]1N2C(=O)Nc1cccc(C(F)(F)F)c1	-51	-7
Cc1nc2nc(C)c(CCC(=O)N3CCC4(CC3)OCCO4)c(C)n2n1	-10	-1
CN1C(=O)N(C)C(=O)C2(Cc3c(nc4ccccn4c3=O)N3CCc4ccccc4C32)C1=O (configuration not stated)	-7	1
CCOC(=O)N(C)c1ccc(C(O)(C(=O)OC)C(F)(F)F)cc1 (configuration not stated)	-9	7
CN1CCC(O)(c2ccccc2)C(C(=O)c2ccccc2)C1 (configuration not stated)	27	-5
O=P1(NCc2ccco2)COc2ccccc2OC1	9	-1
CC(C)n1c(O)c(C2c3cc(Cl)ccc3Oc3[nH]c(=O)n(C(C)C)c(=O)c32)c(=O)[nH]c1=O (configuration not stated)	21	4
CN(C)CC1CSCCC1(O)c1cccc(Cl)c1 (configuration not stated)	10	3

The last five compounds of the part before come first, to join the parts:
SMILES	Statin myotox sup	PglD DTNB
CCOC(=O)N(C)c1ccc(C(O)(C(=O)OC)C(F)(F)F)cc1 (configuration not stated)	-9	7
CN1CCC(O)(c2ccccc2)C(C(=O)c2ccccc2)C1 (configuration not stated)	27	-5
O=P1(NCc2ccco2)COc2ccccc2OC1	9	-1
CC(C)n1c(O)c(C2c3cc(Cl)ccc3Oc3[nH]c(=O)n(C(C)C)c(=O)c32)c(=O)[nH]c1=O (configuration not stated)	21	4
CN(C)CC1CSCCC1(O)c1cccc(Cl)c1 (configuration not stated)	10	3
Cc1ccc(-n2c(O)c(C=NCCN3CCOCC3)c(=O)[nH]c2=O)cc1	9	-2
COC(=O)C1C2CC[C@@H](CC1OC(=O)c1ccccc1)N2 (some centres not stated)	3	2
CC(=O)O[C@H]1C[C@@H]2CC[C@@H]3[C@H](CC[C@]4(C)C(=O)CC[C@@H]34)[C@@]2(C)C[C@@H]1OC(C)=O	6	-2
CC(=O)OC(C)(C)/C=C/C(=O)[C@](C)(O)C1[C@H](O)C[C@@]2(C)C3CC=C4C(C[C@H](O)C(=O)C4(C)C)[C@]3(C)C(=O)C[C@]12C (some centres not stated)	13	1&3
CC1=C(C(=O)N2CCC3(CC2)OCCO3)C2(CCC(C)CC2)OC1=O (configuration not stated)	-2	-1
Cc1ccc(CN2C(=O)NC(=O)C3(Cc4c(nc5ccccn5c4=O)N4CCCCCC43)C2=O)cc1 (configuration not stated)	18	-8
Cn1c(C(=O)N2CCC(C(=O)N3CCC4(CC3)OCCO4)CC2)cc2sccc21	-14	-7
CC(C(=O)Nc1ccc(Br)cc1C(=O)c1ccccc1)N1CCOCC1 (configuration not stated)	9	-1
N[C@@H](Cc1c[nH]c2ccccc12)c1nnc(SCc2ccccc2F)o1	-5	3
Cc1ccc(-c2nc(N(C)C3CCN(C)CC3)c3ccccc3n2)cc1	-17	4
CC1=NN(c2ccccc2)C(=O)C1/C=C1\C(=O)NC(=O)N(c2cc(C)cc(C)c2)C1=O (configuration not stated)	58	8
CCOC(=O)C1CCN(C=C2C(=O)N(C)C(=S)N(C)C2=O)CC1	16	-4
O=P(NS(=O)(=O)c1ccccc1)(Oc1ccccc1)Oc1ccccc1	6	-2
O=c1c2ccccc2nc(-c2ccco2)n1-c1ccccn1	120*	7
N/C(=N\N=C/c1ccc(-c2ccc(O)c(C(=O)O)c2)o1)N[N+](=O)[O-]	14	3
Cc1c(N=Cc2c(O)n(CCc3ccccc3)c(=O)[nH]c2=O)c(=O)n(-c2ccccc2)n1C	-9	-2
Cc1ccc2ccccc2c1NC(=O)CNC1CCCCC1	0	4
CCN1C[C@@]2(COC)C3[C@@H](OC)[C@H]4[C@@H]1[C@@]3(C1C[C@@]3(O)[C@H](OC(=O)c5ccccc5)C1[C@]4(OC(C)=O)[C@@H](O)[C@H]3OC)[C@@H](OC)C[C@H]2O (some centres not stated)	-4	-5
Cc1cc(O)c(CN2CCN(c3ccccc3)CC2)cc1C	-7	-2
CCOC(=O)C(O)(c1ccc(NC(=O)NC2CCCCC2)cc1)C(F)(F)F (configuration not stated)	-40	-3
CC(Oc1ccc(-c2ccccc2)cc1)C(=O)O (configuration not stated)	-2	4
O=C1NC(=O)C(CCc2ccncc2)(Cc2ccc3c(c2)OCO3)C(=O)N1CCc1ccccc1 (configuration not stated)	21	0
CN(C)c1ccc(N=Cc2c(O)n(CCC3=CCCCC3)c(=O)[nH]c2=O)cc1	-1	6
CCN(CC)CCCN=Cc1c(O)n(-c2cccc(C)c2C)c(=O)[nH]c1=O	-1	-1
Cn1c(O)c(C=NCCCN2CCCC2=O)c(=O)n(C)c1=O	9	-3
CCCc1[nH]nc2c1C1(C(=O)N(Cc3ccccc3)c3ccccc31)C(C(=O)OC)=C(N)O2 (configuration not stated)	5	-2
CC(=O)N(C1=NCCCS1)c1ccc(F)cc1	4	1
Nc1ccccc1C(=O)OCC(=O)Nc1ccc(Br)cc1F	5	-2
Fc1ccccc1N1CCN(Cc2ccc3c(c2)OCO3)CC1	3	-3

From PubChem BioAssay
